GLA spleen mod: inhibitors or activators of human alpha-galactosidase in spleen homogenate | P06280 | human spleen homogenate, 4MU-alpha-Gal fluorescence, 40 min | Potency, µM (top dose mostly 80 µM), without a hit: at the highest dose activity change, negative = inhibition, actives largely listed as inhibitors | 0.008% of 240,000 active | AID 2107;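 further: 0% = enzyme with vehicle and -100% = no enzyme basal signal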
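Spleen homogenate 1 ug + cpd (titration) + 4-MU-alpha-D-galactopyranoside 1 mM; 37C 40 min; 50 mM citrate/phosphate pH 5.0, 0.01% Tween-20; stop pH 10; fluorescence 365/440; AC50 via Hill.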
GAA glycogen mod: inhibitors or activators of human alpha-glucosidase glycogen cleavage; recombinant GAA, glycogen substrate, Amplex Red glucose oxidase fluorescence; 0.38% of 300,000 active; Potency, µM (series often up to 76.4 µM), for the others: at the top dose activity change, negative = inhibition, usual class: inhibitors;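 further: 0% = full enzyme reaction and -100% = no-enzyme basal signal; the screen sought inhibitors and activators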
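Recombinant enzyme (4 nM final) with compounds titrated up to 77 uM and bovine liver glycogen (30 ug) in citrate pH 5.0, 0.01% Tween-20, 37 C 40 min. Released glucose detected by Amplex Red/glucose oxidase (Ex 573/Em 610); AC50 from Hill fits.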
ALDH1A1 inh: blocks purified human ALDH1A1 activity. P00352. Purified ALDH1A1, NADH fluorescence, propionaldehyde substrate. Potency, µM (highest dose often 75.3 µM), for the others: top-dose activity, negative = inhibition, most hits filed as inhibitors. 7.3% of 220,000 active. AID 1030; active means well fitted inhibition curve with a large enough effect, not every such curve was filed as active; inconclusive means small, poorly fitted or top-dose-only effect, or another doubt; inactive means no such curve, though single readings can be large or run the other way;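 further: plate controls were no enzyme wells and a reference inhibitor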
Target sequence (P00352 whole entry, looked up): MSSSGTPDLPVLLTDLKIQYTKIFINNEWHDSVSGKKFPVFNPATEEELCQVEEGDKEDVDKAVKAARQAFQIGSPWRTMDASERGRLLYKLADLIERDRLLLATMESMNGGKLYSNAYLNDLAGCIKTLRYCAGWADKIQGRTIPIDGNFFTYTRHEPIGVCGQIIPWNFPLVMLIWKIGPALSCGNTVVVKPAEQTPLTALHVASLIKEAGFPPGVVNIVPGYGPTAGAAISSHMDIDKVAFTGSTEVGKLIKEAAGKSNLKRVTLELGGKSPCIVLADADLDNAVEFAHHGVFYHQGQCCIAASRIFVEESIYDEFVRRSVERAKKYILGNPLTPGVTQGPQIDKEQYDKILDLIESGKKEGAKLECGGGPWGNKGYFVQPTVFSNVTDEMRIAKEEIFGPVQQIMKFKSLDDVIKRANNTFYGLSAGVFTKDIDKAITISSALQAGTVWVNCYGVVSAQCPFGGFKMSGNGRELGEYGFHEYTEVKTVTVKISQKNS
GoLoco inh red: RGS12 GoLoco-Gai1 interaction inhibition | P63096 | Gai1:RGS12 GoLoco peptide FP, rhodamine, 10 min | Potency, µM (highest dose often 61.6 µM), for the others: at the highest dose activity, negative = inhibition, hits mostly inhibitors | 0.44% of 230,000 active | AID 880; active means well fitted inhibition curve with a large enough effect, not every such curve was filed as active; inactive means no such curve, though single readings can be large or run the other way; further: on the % scale 0 is the no-effect control and ±100 the full control effect; nearly all actives have a fitted effect of over 30% in size; many of its hits are not listed in these tables
Target sequence (P63096 whole entry, looked up): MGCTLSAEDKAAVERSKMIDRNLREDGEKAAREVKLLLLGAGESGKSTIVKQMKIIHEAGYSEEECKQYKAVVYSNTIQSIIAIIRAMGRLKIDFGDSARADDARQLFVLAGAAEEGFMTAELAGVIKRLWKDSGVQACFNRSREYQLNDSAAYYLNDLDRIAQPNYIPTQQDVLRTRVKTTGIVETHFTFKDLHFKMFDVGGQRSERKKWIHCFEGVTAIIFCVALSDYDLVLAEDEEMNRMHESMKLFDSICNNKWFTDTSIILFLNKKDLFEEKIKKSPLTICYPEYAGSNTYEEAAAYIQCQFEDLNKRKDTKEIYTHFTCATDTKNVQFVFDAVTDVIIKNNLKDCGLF
SMN2 splice up: increases expression of the SMN2 splice variant; AID 1458; Potency, µM (doses to about 46.1 µM), for the others: top-dose activity change, positive = activation, hits mostly activators; 2.8% of 210,000 active; HEK293 SMN2-luciferase splicing reporter, luminescence, 30-36 h; further: % of control where 0% means no effect; nearly all actives have a fitted effect of over 55% in size
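HEK293 cells carry an SMN2 minigene-luciferase reporter in which exon 7 inclusion puts luciferase in frame. Cells were seeded at 2000 cells/well, attached for 10-12 hours, then exposed to compounds for 30-36 hours at 37C before ONE-Glo luminescence.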
GAA inhib: inhibitors of human lysosomal alpha-glucosidase; P10253; purified human GAA, 4-MU-alpha-glucoside fluorescence; Potency, µM (top dose mostly 76.9 µM), for inactives: at the top dose activity change, negative = inhibition, hits mostly inhibitors; 0.005% of 200,000 active;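 further: plate controls were uninhibited enzyme wells for no effect and no-enzyme background for full effect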
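qHTS format, compound range up to 77 uM. Human lysosomal enzyme at 4 nM, 400 uM 4-MU glucoside substrate, pH 5.0, 20 min room temperature; fluorescence after alkaline stop gives activity normalized to controls.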
JMJD2E inh: inhibitors of human JMJD2E histone demethylase; JMJD2E catalytic domain, FDH-coupled NADH fluorescence (FDH is formaldehyde dehydrogenase); 1.6% of 230,000 active; Potency, µM (doses to about 57.1 µM), inactives show at the top dose activity change, negative = inhibition, usual class: inhibitors; AID 2147; active means well fitted inhibition curve with a large enough effect, not every such curve was filed as active; inconclusive means small, poorly fitted or top-dose-only effect, or another doubt; inactive means no such curve, though single readings can be large or run the other way;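 further: 0% = wells with enzyme and -100% = buffer wells without enzyme; nearly all actives have a fitted effect of over 50% in size; many of its hits are not listed in these tables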
aGlu spleen mod: lysosomal alpha-glucosidase (human) modulation; human spleen homogenate, 4-MU-alpha-glucoside fluorescence; Potency, µM (highest dose often 79.9 µM), without a hit: at the top dose activity change, negative = inhibition, most hits filed as inhibitors; 0.006% of 240,000 active; AID 2112;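 further: 0% = enzyme with vehicle and -100% = no enzyme basal signal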
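AC50 values come from Hill-equation fits of concentration-response data, normalized to no-enzyme and full-activity controls. Enzyme source: 1 ug human spleen homogenate; 1 mM fluorogenic 4-MU glucoside, pH 5.0 citrate buffer, 37 C, 40 min.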
* = called active by the depositor; ? = inconclusive; . = not tested or not shown; [ ] = another dose, or the depositor's remark. Unless noted, the call rests on the fitted dose curve; in most records, active means well fitted curve in the direction sought with a large enough effect; inconclusive means small, poorly fitted or top-dose-only effect, or another doubt; inactive means no such curve, though single readings can be large; an effect the other way counts as inactive or inconclusive. Potency means the concentration at half of the fitted maximal effect.

SMILES	GLA spleen mod	GAA glycogen mod	ALDH1A1 inh	GoLoco inh red	SMN2 splice up	GAA inhib	JMJD2E inh	aGlu spleen mod
CC(=O)Nc1sc(N/N=C\c2ccccc2F)nc1-c1cccs1	-3%	?	?	-8%	-40%[inhibitor]	6%	2%	-19%
CC1CCCN(C(=O)C2(NC(=O)Nc3cccc(F)c3)CCCCC2)C1 (configuration not stated)	-3%	0%	15%	3%	-10%	-13%	2%	0%
CCn1c2ccccc2c2cc(NC(=O)COC(=O)Cc3cn4ccsc4n3)ccc21	-12%	-1%	?	1%	-47%[inhibitor]	-1%	?	-5%
Cc1cccc(C(=O)N[C@H](C(=O)Nc2ccc(C)c(S(=O)(=O)N(C)C)c2)C(C)C)c1	6%	1%	4%	10%	0%	0%	-4%	-2%
c1csc(-c2cn3ccc4ccccc4c3n2)c1	-9%	19%	5µM*	5%	.	?	-3%	4%
N#C/C(=C\c1cccs1)C(=O)N1CCOCC1	4%	4%	.	12%	.	.	-4%	-1%
Cc1ccc(NC(=O)CCNC(=O)c2ccc([N+](=O)[O-])cc2)cc1S(=O)(=O)N(C)C	6%	-12%	?	26%	-28%	-3%	-1%	0%
O=C1C2C3C=CC(C3)C2C(=O)N1CCCCCCN1C(=O)C2C3C=CC(C3)C2C1=O (configuration not stated)	0%	-2%	8%	43%[activator]	.	?	-4%	14%
CC(C)CC(=O)Nc1ccccc1N1CCN(c2ccc(F)cc2)CC1	-5%	-10%	3%	3%	6%	-3%	2%	-1%
CC(C)NC(=O)NNc1c(Cl)cncc1Cl	-11%	-5%	.	6%	.	.	0%	0%
COc1cc(NC(=O)COC(=O)CNC(=O)c2ccc(C)s2)cc(OC)c1	-20%	2%	-12%	-3%	.	-7%	-2%	-7%
O=C(O)C1CC(c2ccccc2)=Nc2ccccc2S1 (configuration not stated)	6%	-9%	.	-1%	.	.	2%	6%
COc1ccccc1C(=O)Nc1nnc(-c2ccc(F)cc2)o1	5%	-21%	4%	9%	-6%	0%	-12%	11%
Cc1ccc2cc(C#N)c(SCC(=O)NCc3ccco3)nc2c1	-4%	8%	?	-1%	-14%	-3%	?	-9%
CCOc1ccc(C2=Nn3c(nnc3-c3ccco3)SC2)cc1	4%	-5%	-4%	4%	15%	3%	-5%	-3%
OCCC1CN(Cc2cnc(N3CCOCC3)s2)CCN1C1CCCC1 (configuration not stated)	-18%	2%	6%	7%	.	.	-1%	0%
CCOC(=O)Cc1csc(NC(=O)CSc2nncn2C)n1	3%	6%	1%	6%	-1%	4%	-2%	-5%
CCOC(=O)c1ccccc1NC(=O)Cn1cnc2c(nnn2-c2ccc(C)cc2)c1=O	6%	6%	0%	14%	-24%	-2%	-9%	-5%
Cc1ccc(S(=O)(=O)/N=C2/NC(=O)/C(=C/c3ccncc3)S2)cc1	-11%	4%	?	-5%	6%	-4%	?	2%
O=C(c1ccco1)N1CCN(S(=O)(=O)c2ccc(S(=O)(=O)NC3CCCC3)cc2)CC1	-1%	-8%	-5%	-4%	-17%	?	4%	-14%
O=C(Cn1nnc(-c2ccccc2NC(=O)c2ccccc2)n1)Nc1ccc2c(c1)OCCO2	2%	10%	?	11%	-16%	6%	?	3%
CSc1ccc(/C=N/NC(=O)c2sccc2C)cc1	2%	14%	?	4%	2.5µM*	?	?	0%
CC(C(=O)Nc1ccc2c(c1)OCCO2)n1nnc(-c2ccccc2)n1 (configuration not stated)	2%	2%	6%	4%	-11%	-26%	-6%	5%
c1ccc(CCNc2ncnc3sccc23)nc1	1%	2%	6%	-6%	-80%[inhibitor]	-24%	2%	0%
Cc1cc(C)cc(NC(=S)Nc2cccc3cnccc23)c1	0%	-16%	11µM*	4%	-15%	-2%	20µM*	6%
O=C(Nc1c(Cl)cc(Cl)cc1C(=O)NCCN1CCOCC1)c1ccc(Cl)cc1Cl	4%	4%	-7%	7%	15%	-1%	-15%	1%
Cn1c(/C(C#N)=C(\O)COc2ccc3ccccc3c2)nc2ccccc21	2%	-5%	?	3%	2%	4%	2%	-8%
O=C(O)c1cccc(Cn2c(Cl)c(/C=N/Nc3ccccc3)sc2=O)c1	9%	.	22µM*	131%[activator]	-32%	-10%	-24%	2%
COc1ccccc1N(C)S(=O)(=O)c1ccc(Cl)c(C(=O)N2CCC(C(N)=O)CC2)c1	5%	-19%	3%	10%	15%	-3%	4%	-1%
COc1ccc(C2=NCC(CSc3nccc(=O)[nH]3)S2)cc1 (configuration not stated)	3%	3%	?	0%	8%	2%	15%	-5%
Cn1c(SCc2nc(-c3ccc(Cl)cc3)no2)nnc1-c1ccccc1	7%	4%	-7%	12%	-19%	-5%	0%	2%
CC(C)CNCC(=O)N1c2ccccc2Sc2ccccc21	-18%	1%	?	0%	-6%	-4%	-4%	-3%
O=C(CN(CC1CCCO1)C(=O)CNS(=O)(=O)c1ccc(Cl)cc1)NCC1CCCO1 (configuration not stated)	8%	6%	0%	9%	-6%	2%	6%	-12%
CC1=CC(=C(C#N)C#N)C=C(C)N1CCN1CCN(C(=O)Nc2ccc(Cl)c(Cl)c2)CC1	-8%	12%	?	0%	4%	-1%	?	0%
COc1cc(C2NC(=O)NC(C)=C2C(=O)Nc2cccc(C)c2C)cc(OC)c1OC (configuration not stated)	2%	6%	6%	9%	8%	1%	-1%	10%
Cc1cc(C(=O)CSc2nc(N)cc(=O)[nH]2)c(C)n1-c1cccc(F)c1	0%	-2%	0%	4%	-78%[inhibitor]	?	-8%	-4%

Limited to GAA glycogen mod and ALDH1A1 inh, for five of the compounds above:
| mol | GAA glycogen mod | ALDH1A1 inh |
| --- | --- | --- |
| CC(C)CNCC(=O)N1c2ccccc2Sc2ccccc21 | 1% | ? |
| Cc1cccc(C(=O)N[C@H](C(=O)Nc2ccc(C)c(S(=O)(=O)N(C)C)c2)C(C)C)c1 | 1% | 4% |
| Cc1cc(C(=O)CSc2nc(N)cc(=O)[nH]2)c(C)n1-c1cccc(F)c1 | -2% | 0% |
| O=C(O)C1CC(c2ccccc2)=Nc2ccccc2S1 (configuration not stated) | -9% | . |
| COc1ccc(C2=NCC(CSc3nccc(=O)[nH]3)S2)cc1 (configuration not stated) | 3% | ? |

Following part:
SMILES	GLA spleen mod	GAA glycogen mod	ALDH1A1 inh	GoLoco inh red	SMN2 splice up	GAA inhib	JMJD2E inh	aGlu spleen mod
Cc1cc(NCCN2CCOCC2)n2nc(C)c(-c3ccccc3)c2n1	3%	3%	-6%	8%	10%	-13%	-2%	7%
CC(=O)Nc1ccc(NC(=S)Nc2ccc(Br)cc2)cc1	8%	-15%	?	9%	.	7%[15.4 µM]	-9%	1%
COc1cccc(Cn2c(=O)c(-c3ccc(Cl)cc3)nc3cnc(N4CCNCC4)nc32)c1	-17%	.	?	-1%	.	.	.	-9%
O=C(COC(=O)c1cc2c(s1)CCC2)Nc1ccc(F)cc1	-3%	9%	-14%	-6%	0%	?	?	1%
COc1ccc(NC(=S)N2CCC(N(C)CC3CCCO3)CC2)cc1Cl (configuration not stated)	0%	9%	6%	-2%	-4%[1.84 µM]	-4%	4%	-1%
CCS(=O)(=O)Nc1ccc(-c2nnc(SCC(=O)c3cccc(OC)c3)o2)cc1	3%	-1%	3.2µM*	8%	-9%	2%	5%	4%
Cc1c(NC(=S)NC(=O)C(C)(C)C)c(=O)n(-c2ccccc2)n1C	0%	-5%	9%	13%	5%	-1%	-2%	-1%
CCOc1ccc(C2NC(=O)c3n[nH]c(C)c32)cc1 (configuration not stated)	5%	-2%	11%	7%	-15%	-7%[15.4 µM]	0%	1%
O=C(Cn1nc(-c2ccccc2Cl)ccc1=O)Nc1ccc(Br)cc1	1%	12%	7.9µM*	1%	.	-13%	-19%	-4%
COCCn1c(N)c(Sc2ccccc2[N+](=O)[O-])c(=O)[nH]c1=O	7%	-1%	.	18%	.	.	4%	4%
COc1ccc(NS(=O)(=O)c2ccc(C)c(C(=O)O)c2)cc1	-3%	-10%	5%	-2%	3%	2%	3%	-2%
CC(C)N(C(=O)COC(=O)c1cc(Cl)cc(Cl)c1N)C(C)C	7%	-3%	?	-4%	-22%	?	?	0%
CSc1ncccc1C(=O)NC(C)C1CC2CCC1C2 (configuration not stated)	-5%	7%	-3%	4%	-10%	12%	-6%	-9%
C=CCSc1nc(C)cc(/C=C\c2ccccc2)c1C#N	6%	4%	?	-14%	-14%	-4%	?	-23%
CCOC(=O)COc1nc(-c2ccc(Cl)cc2)cc(-c2ccco2)c1C#N	6%	2%	.	-1%	.	.	?	2%
COc1ccc(CCN2C(=O)c3ccccc3C2(O)c2ncc[nH]2)cc1OC (configuration not stated)	11%	2%	-5%	0%	23%	-10%	-19%	-3%
COC(=O)c1[nH]c2cccc(OC)c2c1NC(=O)CCN1CCN(c2ccccc2OC)CC1	5%	5%	?	5%	-13%	-10%	?	0%
Cc1ccc(NC(=O)COC(=O)c2ccc([N+](=O)[O-])o2)cc1S(=O)(=O)N1CCCCCC1	-27%	0%	?	10%	-5%	-14%	0%	-1%
Cc1ccn2cc(CCNC(=O)CC3CCCCC3)nc2c1	-2%	6%	?	-7%	1%	-14%	?	2%
S=C(N/N=C/c1ccc(Cl)c(Cl)c1)Nc1ccccc1Cl	-4%	-8%	6%	6%	17%	0%	-4%	-12%
Cc1c(/C=N\NC(=O)c2ccc([N+](=O)[O-])cc2)cnn1C	-1%	18%	3%	4%	0%	-9%	6%	0%
Cc1nc2ccc(NC(=S)N3CCOCC3)cc2nc1C	16%	?	?	9%	4%	-2%	?	3%
CCc1nnc(NC(=O)CCC(=O)N2CCCC2)s1	1%	-13%	-4%	-10%	-13%	7%	0%	4%
COc1ccc(/C=C(/NC(=O)c2cccs2)C(=O)N2CCOCC2)cc1OC	-1%	3%	-4%	-26%	7%	10%	-5%	-1%
O=C(CSc1nc2ccccc2c(=O)n1-c1ccc(Cl)cc1)N/N=C/C=C/c1ccccc1[N+](=O)[O-]	2%	0%	?	11%	-11%	?	-1%	-2%
O=c1c2[nH]c3ccccc3c2ncn1CCN1CCCCC1	4%	-17%	-14%	7%	-1%	-1%	?	-2%

Bioassay records as filed in PubChem.

Not all compounds are listed, so the mix of outcomes need not match the whole.
